KCNK9 inh: blocks the human KCNK9 two-pore domain potassium channel. B-score at 10 µM. Q9NPC2. 310,000 tested, 1.2% active. HEK293 KCNK9, FluxOR thallium flux fluorescence; active compounds read low. AID 488922;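 active = ratio B-score over 3 SD below the library mean, with starting fluorescence within 5 SD of its mean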;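 note: negative B-score means less thallium flux so channel inhibition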
DYRK1A inh: Dyrk1A (rat) kinase inhibition; Q63470; ADP-Glo luminescence, NFATc1 peptide; inhibition, % at 12.5 µM; 310,000 tested, 0.43% active; in the data active = inhibition above about 50%;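 note: plate controls were vehicle with enzyme for no effect and no enzyme for full effect; many of its hits are not listed in these tables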
Platelet DG rel: modulates dense granule release in human platelets; AID 1663; inhibition, %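 (compounds screened at 7.5 µM in platelet-rich plasma)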; 300,000 tested, 0.22% active; human platelet-rich plasma, SFLLRN dense granule ATP release, luminescence;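 active = mean replicate score, as percent of positive control, at or above 50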
hERG protect: shields human hERG channel from block by proarrhythmic agents | Q12809 | activation (rescue from dofetilide block), less the hit threshold, % at 10 µM | CHO-hERG, FluxOR thallium flux, dofetilide IC70 present | 310,000 tested, 0.51% active;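 active = activation above the mean of controls blocked by dofetilide plus 5 SD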;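 note: thallium influx through hERG after potassium depolarization seen as dye fluorescence rise; in these data hits start at about 4.7%; inactives centre near -7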
Target sequence (Q12809 whole entry, looked up): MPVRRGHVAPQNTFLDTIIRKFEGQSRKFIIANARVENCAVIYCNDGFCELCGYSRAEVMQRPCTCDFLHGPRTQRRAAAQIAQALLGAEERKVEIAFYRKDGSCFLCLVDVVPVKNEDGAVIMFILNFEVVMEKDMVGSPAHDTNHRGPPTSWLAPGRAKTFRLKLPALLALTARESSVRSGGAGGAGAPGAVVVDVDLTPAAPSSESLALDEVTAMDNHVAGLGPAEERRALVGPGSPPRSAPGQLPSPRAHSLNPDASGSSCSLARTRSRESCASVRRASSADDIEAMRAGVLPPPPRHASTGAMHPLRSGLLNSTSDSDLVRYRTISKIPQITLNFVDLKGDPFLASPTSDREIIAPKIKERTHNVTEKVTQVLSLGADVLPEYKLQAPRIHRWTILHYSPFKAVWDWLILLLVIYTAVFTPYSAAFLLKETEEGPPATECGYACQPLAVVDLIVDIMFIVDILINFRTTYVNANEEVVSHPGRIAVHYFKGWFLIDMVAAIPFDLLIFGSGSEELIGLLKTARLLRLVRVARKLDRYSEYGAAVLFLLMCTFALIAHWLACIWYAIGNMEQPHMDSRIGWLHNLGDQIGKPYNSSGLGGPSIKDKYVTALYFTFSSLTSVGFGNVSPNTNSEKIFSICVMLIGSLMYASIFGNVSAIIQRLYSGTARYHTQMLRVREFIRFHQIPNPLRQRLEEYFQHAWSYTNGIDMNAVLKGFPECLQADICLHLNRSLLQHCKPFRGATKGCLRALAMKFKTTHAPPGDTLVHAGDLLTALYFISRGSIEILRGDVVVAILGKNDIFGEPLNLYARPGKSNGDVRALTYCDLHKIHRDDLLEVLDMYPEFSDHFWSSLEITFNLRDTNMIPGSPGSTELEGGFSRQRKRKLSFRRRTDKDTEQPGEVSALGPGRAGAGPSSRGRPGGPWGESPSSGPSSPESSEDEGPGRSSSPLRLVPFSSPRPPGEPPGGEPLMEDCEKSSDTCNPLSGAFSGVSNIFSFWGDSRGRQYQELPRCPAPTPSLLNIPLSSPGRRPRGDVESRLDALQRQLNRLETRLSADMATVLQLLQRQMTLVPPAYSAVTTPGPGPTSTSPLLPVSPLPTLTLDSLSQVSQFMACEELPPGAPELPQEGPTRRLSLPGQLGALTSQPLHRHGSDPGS
TRPC4 PAM: TRPC4 (mouse) allosteric potentiation; 310,000 tested, 0.42% active; HEK293 TRPC4beta/mu-opioid, DAMGO EC20, Fluo-4 Ca2+ flux; active compounds read high; Q9QUQ5; B-score at 10 µM;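 active = B-score of calcium response area above 5 SD of library B-scores, with initial fluorescence ratio within 5 SD of library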;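 note: B-score of integrated fluorescence ratio over time as area under calcium response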
TRPC4 inh: blocks the mouse TRPC4 cation channel | 300,000 tested, 0.39% active | B-score at 10 µM | HEK293 TRPC4beta/mu-opioid, DAMGO-evoked Fluo4 calcium flux; active compounds read low;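 active = B-score over 3 SD under the library average, no early fluorescence shift, positive overall ratio signal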
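Material: HEK293 cells with stable TRPC4beta plus mu-opioid receptor expression / Probe or stimulus: DAMGO in two steps, submaximal then maximal / Compound: single concentration per test compound / Technique: kinetic Fluo4 fluorescence imaging of calcium influx / Read-out: per-well B score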
KCNK3 block: human KCNK3 channel inhibition, primary screen. O14649. CHO-KCNK3 thallium flux, FluxOR fluorescence; active compounds read low. B-score at 10 µM. 340,000 tested, 0.84% active. AID 602410;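 active = B-score under library mean minus 4 SD, starting fluorescence ratio at most library mean plus 5 SD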;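 note: more negative B-score means stronger inhibition of thallium flux through KCNK3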
TRPC4 act: TRPC4 (mouse) channel activation; Q9QUQ5; HEK293 TRPC4beta/mu-opioid, Fluo4 calcium fluorescence; active compounds read high; B-score at 10 µM; 310,000 tested, 0.49% active; AID 2237;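 active = B-score above 5 SD of library B-scores, and initial fluorescence ratio not above library mean plus 5 SD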;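 note: positive B-score marks a calcium rise read as TRPC4 activation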
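System – HEK293 cells stably co-expressing mouse TRPC4beta and mu-opioid receptor · Signal – Fluo4 calcium-sensitive dye fluorescence, kinetic, 1 Hz baseline · Benchmarks – buffer (low) and maximal DAMGO (high) · Read-out – B score of integrated fluorescence ratio per well · Incubation – dye loading 45 min room temperature, 110 s kinetic read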
KCNQ1 act: human KCNQ1 channel potentiation or activation; 310,000 tested, 0.35% active; AID 2648; P51787; CHO-K1 KCNQ1, thallium flux FluxOR fluorescence; active compounds read high; B-score at 10 µM;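 active = fluorescence ratio B-score, a plate-corrected score, at least three library SD, with initial intensity B-score within 5 SD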
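System: CHO-K1 cells stably expressing KCNQ1 / Medium: assay buffer for compound exposure, DMSO matched across wells / Reagent: thallium- and potassium-containing depolarizing buffer / Compound: one concentration, matched DMSO / Incubation: 20 min compound pretreatment at room temperature / Measured by: kinetic FluxOR fluorescence, 10 s baseline plus 110 s post-stimulus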
KCNQ1 block: blocks the human KCNQ1 potassium channel | CHO-K1 KCNQ1, FluxOR thallium flux fluorescence; active compounds read high | B-score at 10 µM | 310,000 tested, 1.3% active | AID 2642;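 active = compounds whose thallium flux B-score, printed positive for inhibition, exceeds three library SD while starting fluorescence stays within three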;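 note: channel opened by potassium depolarization with thallium stimulus after 20 min compound exposure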
PolyA inhibitor: yeast polyadenylation inhibition | calls only at 12 µM | 300,000 tested, 0.02% active | S. cerevisiae SKY197-pL101 polyadenylation reporter, beta-gal luminescence; efflux-impaired pdr1/pdr3 knockout yeast; score 100 = 6 SD above DMSO | AID 1875;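 active = lowest replicate activity score at least 50, where 100 means six control SD above control mean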;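 note: yeast exposed to compound for 9 h at 30 °C; higher score means more reporter readthrough which indicates perturbed polyadenylation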
Numbers without * were called inactive; i = inactive; / = not tested or not shown. Some of the compounds tested, so the mix of outcomes need not match the whole.

SMILES	KCNK9 inh	DYRK1A inh	Platelet DG rel	hERG protect	TRPC4 PAM	TRPC4 inh	KCNK3 block	TRPC4 act	KCNQ1 act	KCNQ1 block	PolyA inhibitor
CCOC(=O)NNc1ccc2nonc2c1[N+](=O)[O-]	i	30	2	0	i	i	i	i	i	i	i
CC1CCCCN1C(=O)CCS(=O)(=O)c1cc2c(cc1Cl)NC(=O)CO2 (stereo not given)	i	2	-4	-8	i	i	i	i	i	i	i
Cc1sc2nc[nH]c(=S)c2c1-c1ccccc1	i	/	-11	20*	i	i	i	i	12*	i	i
O=C1NC2(CCCCCC2)C(=O)N1Cc1ccc(Br)cc1	i	-3	7	-3	i	i	i	i	i	i	i
CCC(C)[C@H](NC(=O)NCc1ccccc1)C(=O)O (stereo not given in full)	i	-4	11	-2	i	/	i	i	i	i	i
O=C1c2ccccc2C(=O)N1CSc1nnc(Nc2ccccc2F)s1	i	4	-7	-5	i	i	i	i	i	i	i
CCN(CC(=O)NCc1ccc(F)cc1)S(=O)(=O)c1ccc(C)cc1	i	1	16	-2	i	i	i	i	i	i	i
O=C(NCc1nc(-c2ccc(C(F)(F)F)cc2)no1)Nc1ccc(F)cc1F	i	-3	-9	-2	i	i	i	i	i	i	/
CCOC(=O)Cc1csc(NC(=O)Cc2ccccc2)n1	i	2	22	-12	i	i	i	i	i	i	i
O=S(=O)(Nc1ccc(-c2cn3cccnc3n2)cc1)c1ccccc1	i	-1	4	-6	i	i	i	i	i	i	i
CC(CCc1ccccc1)NC(=O)/C=C/c1ccc(Cl)cc1 (stereo not given)	i	-1	-2	-12	i	i	i	i	i	i	i
COc1ccc(NS(=O)(=O)c2csc(C(=O)N3CCCC3)c2)c(OC)c1	i	5	9	-2	i	i	i	i	i	i	i
CS(=O)(=O)N1CCN(c2ccccc2NC(=O)Cc2ccccc2)CC1	i	-5	-7	-11	i	i	i	i	i	i	i
CCN(CC)CCNc1nc(-c2ccc(OC(F)F)cc2)c(C)s1	i	5	-1	-31	i	i	i	i	i	i	i
COc1ccc(C2N(C(C)=O)CCCN2S(=O)(=O)c2ccc(C)cc2)cc1 (stereo not given)	i	5	-2	-9	i	i	i	i	i	i	i
COc1ccc2c(c1)c(=O)oc1c(C)c(OC(C)C(=O)N[C@@H](Cc3c[nH]c4ccc(O)cc34)C(=O)O)ccc12 (stereo not given in full)	i	21	1	-9	i	i	i	i	i	i	i
CC(C)OC(=O)CSc1nc(N2CCOCC2)c2c(c1C#N)CC(C)(C)OC2	i	-1	14	-7	i	i	i	i	i	i	i
CC(OC(=O)C1CC=CCC1C(N)=O)C(Cl)=C(Cl)Cl (stereo not given)	i	5	-6	-8	i	i	i	i	i	i	i
O=C(Nc1cccc(S(=O)(=O)N2CCCCC2)c1)c1ccc(S(=O)(=O)C(F)F)cc1	i	/	5	-5	i	i	i	i	i	i	i
Cn1c(NCc2ccco2)nc2c1c(=O)n(Cc1ccc(Cl)c(Cl)c1)c(=O)n2C	i	0	-2	-8	i	i	i	i	i	i	i
O=C(c1ccco1)N1CCN(C(=O)c2cc(Cl)nc3ccccc23)CC1	i	6	-1	-17	i	i	i	i	i	i	i
CN(C(=O)CSc1nc(-c2ccc(C(C)(C)C)cc2)c(C#N)c(=O)[nH]1)C1CCCCC1	i	-13	0	-15	i	-6*	i	i	i	7*	i
Cc1ccc(Cn2c(CCNc3nc(-c4ccc(Cl)c([N+](=O)[O-])c4)cs3)nc3cc(C(=O)NCCCO)ccc32)cc1	i	3	0	-9	i	i	i	i	i	i	/
Nc1ncc(-c2ccc([N+](=O)[O-])cc2)cn1	i	/	-2	-4	i	i	i	i	i	i	i
COc1ccc(NC(=O)CS(=O)CC(=O)Nc2cccnc2)cc1 (stereo not given)	i	-4	2	-5	i	i	i	i	i	i	i
Carrying on.
SMILES	KCNK9 inh	DYRK1A inh	Platelet DG rel	hERG protect	TRPC4 PAM	TRPC4 inh	KCNK3 block	TRPC4 act	KCNQ1 act	KCNQ1 block	PolyA inhibitor
C=CCN1C(=O)CSc2ccc(C(=O)OCC)cc21	i	9	-4	-12	i	i	i	i	i	i	i
COCCCNC(=O)CN(c1cc(C(F)(F)F)ccc1Cl)S(C)(=O)=O	i	-3	-6	-8	i	i	i	i	i	i	i
O=C(/C=C/c1cccc([N+](=O)[O-])c1)N1CCN(C(=O)c2ccco2)CC1	i	11	16	-2	i	i	i	i	i	i	i
CCN(CC)c1ccc2cc(C=O)c(=O)oc2c1	i	-4	-7	-48	i	i	i	i	i	i	i
Cc1ccc(-n2cc(CNC(C)c3cnn(C)c3)c(-c3ccc(F)cc3)n2)cc1 (stereo not given)	i	-3	-5	-12	i	i	i	233*	i	i	i
CCOC(=O)CN1N=C(/C=C/c2ccc(C)cc2)CCC1=O	i	-4	-45	-11	i	i	i	i	i	i	i
Cc1cccc(/C=N/NC(=O)C(C)Nc2cccc3ccccc23)n1 (stereo not given)	i	1	7	-3	i	i	i	i	i	i	i
CCCCOc1ccc(NS(=O)(=O)c2ccc(-n3cnnn3)cc2)cc1	i	6	2	-6	i	i	i	i	i	i	i
C=CCSc1nc2sc3c(c2c(=O)n1-c1ccc(C)cc1)CCN(C)C3	i	-3	4	-4	i	i	i	i	i	i	i
CC1SC(c2ccc(Cl)cc2Cl)NC1=O (stereo not given)	i	-8	-2	-11	i	i	i	i	i	i	i
COC(=O)Cc1ccc(NC(=S)NC2CC2)cc1	i	2	-4	-4	i	i	i	i	i	i	i
CN(CC(=O)O/N=C(\N)c1ccc([N+](=O)[O-])cc1)S(=O)(=O)c1ccccc1	i	-2	-1	-15	i	i	i	i	i	i	i
O=C(NCCN1CCCC1)c1cc(-c2ccncc2)nc2ccc(S(=O)(=O)N3CCOCC3)cc12	i	-3	-11	-6	i	i	i	i	i	i	i
Cc1ccc(S(=O)(=O)NN2C(=O)/C(=C/c3cccc(F)c3)SC2=S)cc1	i	-8	4	-2	i	i	i	i	10*	i	i
CCCOc1c(Br)cc(C(=O)OCC(=O)NC2CC2)cc1OC	i	-12	9	-10	i	i	i	i	i	i	i
C/C(CCC(C)C)=N\Nc1ccc(S(N)(=O)=O)cc1[N+](=O)[O-]	i	5	3	-21	i	i	i	i	i	i	/
CCOC(=O)Cc1csc(NC(=O)c2ccc(Cl)nc2)n1	i	-1	-6	-12	i	i	i	i	i	i	i
Cc1noc(/C=C/c2ccc(-c3ccccc3Cl)o2)c1[N+](=O)[O-]	i	-6	13	-6	i	i	i	i	i	7*	i
O=C(O)c1cccc(NS(=O)(=O)/C=C/c2ccccc2)c1	i	4	8	-10	i	i	i	i	i	i	i
Cc1ccc2oc(C(=O)N(Cc3ccc(N(C)C)cc3)CC3CCCO3)c(C)c2c1 (stereo not given)	i	2	-1	-10	i	i	i	i	i	i	i
Cn1c(=O)c2nnn(/N=C(\c3ccccc3)C3CC3)c2n(C)c1=O	i	3	1	-4	i	i	i	i	i	i	i
CCc1ccc(N2C(=O)/C(=C/c3cccs3)N(CC(=O)OC)C2=S)cc1	i	/	7	-7	i	i	i	i	i	i	i
Nc1nc2c(ncn2[C@H]2C[C@H](O)[C@@H](CO)O2)c(=O)[nH]1	i	8	2	-3	i	i	i	i	i	i	i
CCCCC(=O)Nc1sc2c(c1C(=O)OCC)CCC(C=O)=C2Cl	i	8	3	-13	i	i	i	i	i	i	i
Clc1ccccc1OCCCCN1CCNCC1	i	4	-2	-3	12*	i	i	i	i	i	i
(next part)
SMILES	KCNK9 inh	DYRK1A inh	Platelet DG rel	hERG protect	TRPC4 PAM	TRPC4 inh	KCNK3 block	TRPC4 act	KCNQ1 act	KCNQ1 block	PolyA inhibitor
CSc1ccccc1NC(=O)COc1ccc(Cl)cc1	i	9	11	-2	i	i	i	i	i	i	i
Cc1ccc(-n2c(SCC(=O)N3CCCCC3)nc(O)c(Cc3ccccc3)c2=O)cc1	i	2	-9	-12	i	i	i	i	i	i	i
CCOc1ncccc1C(=O)N(CC)CC(=O)NCc1ccc(F)cc1	i	2	4	-6	i	i	i	i	i	i	i
CC(C)Cc1nn2c(=O)cc(CSCC(=O)Nc3ccccc3F)nc2s1	i	2	-1	-6	i	i	i	i	i	i	i
CCCC(=O)Nc1cc(-c2cn3cccnc3n2)ccc1OC	i	0	3	-10	i	i	i	i	i	i	i
C#CCSc1nnc(-c2ccc(O)cc2)o1	i	36	1	-7	i	i	i	i	i	i	i
CCOC(=O)C1CCN(C(=O)c2oc3ccc4c(c3c2C)C(O)CC2(CCCCC2)O4)CC1 (stereo not given)	i	/	-7	-7	i	i	i	i	i	i	i
CCNC(=S)N1CCN(CCN=CC2=C(O)CC(c3cccs3)CC2=O)CC1 (stereo not given)	i	4	1	-3	i	i	i	i	i	i	i
COc1ccc(NC(=O)CSc2nc3c(sc4ccccc43)c(=O)n2CCCN2CCCC2)cc1	i	-4	-2	-17	i	i	i	i	i	i	i
C=CCc1c(OC(C)=O)c2ccccc2n(C)c1=O	i	-1	4	-7	i	i	i	i	i	i	i
Cc1sc(NC(=O)c2ccco2)c(CN2CCN(Cc3ccccc3)CC2)c1C	i	-3	-1	-13	i	i	i	i	i	i	i
COc1ccc(CC2(CO)CCN(C(=O)NCc3ccccc3)CC2)cc1	i	-3	0	-7	i	i	i	i	i	i	i
COc1ccc(Nc2nc(Cl)nc(Nc3ccc(OC)cc3OC)n2)c(OC)c1	i	-6	7	-18	i	i	i	i	i	i	i
COc1cc(-c2ncc3ccccn23)cc(OC)c1OC	i	3	0	-19	i	i	i	i	i	i	i
CC12CN(C(=O)c3ccccc3Br)CC(C)(CN(C(=O)c3ccccc3Br)C1)C2=O	i	/	-2	-8	i	i	i	i	i	i	i
CC(=O)c1cccc(CN2CCN(C3CCCC3)C(CCO)C2)c1 (stereo not given)	i	-2	2	-4	i	i	i	i	i	i	i
CCC(C)NC(=O)C1CCC(CNS(=O)(=O)c2ccc3c(c2)N(C(C)=O)CCO3)CC1 (stereo not given)	i	-2	19	-7	i	i	i	i	i	i	i
CC(C)(C)c1cc(=O)[nH]c(SCc2ccccc2)n1	i	-1	-4	-8	i	i	i	i	i	i	/

Reformatted: 2 of the compounds above.
SMILES | KCNK9 inh | DYRK1A inh | Platelet DG rel | hERG protect | TRPC4 PAM | TRPC4 inh | KCNK3 block | TRPC4 act | KCNQ1 act | KCNQ1 block | PolyA inhibitor
C=CCc1c(OC(C)=O)c2ccccc2n(C)c1=O | i | -1 | 4 | -7 | i | i | i | i | i | i | i
Cc1sc(NC(=O)c2ccco2)c(CN2CCN(Cc3ccccc3)CC2)c1C | i | -3 | -1 | -13 | i | i | i | i | i | i | i
